INS-1E GSIS act: GLuc luminescence reporter in INS-1E cells, primary screen for activators of glucose-dependent secretion of insulin. 370,000 compounds, 0.61% hits. INS-1E GLuc reporter insulin secretion, 2-3 h. activation, % at 16.6 µM. AID 743287;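 active = lowest replicate activation of at least 40%, so every replicate reaches that level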;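 also: 0% = median of neutral control wells and 100% = median of IBMX positive control wells; some compounds called inactive have numbers as strong as hits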
Xi reactivation: reactivates the inactive X chromosome in mouse fibroblasts | 360,000 compounds, 0.055% hits | activation, % at 7.58 µM | XiGFP mouse fibroblasts, % GFP-positive cells imaging, 3 d; cells co-treated with 5-aza-dC sensitizer; scaled so ellipticine positive control = 100%;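 active = mean normalized replicate activation at least 10% and every replicate at or above 10%; inconclusive = only one of the two criteria met; inactive = mean below 10% and not all replicates reach 10%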;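 also: 0% = median of on-plate neutral control wells and 100% = ellipticine 6 µM median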
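Schedule: 3 d treatment, 15 min room-temperature fixation; system: 68-5-11 XiGFP fibroblast line; buffer or medium: DMEM plus 5-aza-dC sensitizer; control set: ellipticine 6 µM positive control; compound: one concentration, pinned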
ERAP1 HTS inh: blocks human ERAP1 aminopeptidase activity. recombinant ERAP1, Leu-AMC fluorescence, 60 min. inhibition, % at 10.7 µM. AID 652197. 340,000 compounds, 0.15% hits. Q9NZ08;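 active = mean replicate inhibition of at least 30%, or all replicates individually reaching that 30% level; inactive = mean below 30% and not every replicate reaching it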;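 also: 0% = neutral control wells and 100% = L-leucinethiol positive control wells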
RAD54 branch: inhibitors of human RAD54 branch migration; RAD54 Holliday junction branch migration, FAM/BHQ fluorescence; Q92698; AID 602329; inhibition, % at 10.4 µM; 360,000 compounds, 0.14% hits;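 active = mean normalized replicate activity at least 40 and at least half of replicates scoring 40 or more; inconclusive = only one of the two criteria met; inactive = mean below 40 and under half of replicates reaching 40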;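 also: 0% = median of neutral control wells and 100% = median of positive control wells; inhibitors cause a drop in the FAM fluorescence signal; in these data hits start at about 50%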
ARNT TACC3 PPI: disruptors of human ARNT/TACC3 interaction | 390,000 compounds, 0.66% hits | Q9Y6A5 | AID 623870 | AlphaScreen His-ARNT PAS-B/GST-TACC3 binding, luminescence; TACC3 fragment carries E629A point mutation | inhibition, % at 9.99 µM;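 active = mean inhibition of replicates at least 50% and at least half of replicates each reaching 50%; inconclusive = half or more replicates reach 50% but mean below 50%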;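 also: 0% = complete ARNT plus TACC3 wells and 100% = ARNT alone without TACC3; many hits fall short of the cut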
esBAF inh: blocks esBAF chromatin remodeling in mouse ES cells; Bmi1-luciferase knock-in reporter, 24 h; 100% = twice the neutral-well signal; reporter increase, % at 12.5 µM; 350,000 compounds, 2% hits; in the data active = activation above about 40%; inconclusive = no clear call, values can overlap the other calls;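 also: 0% = median of the plate's neutral control wells and 100% = double that signal; a rise in the Bmi1 reporter signal indicates esBAF inhibition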
F508del corr: correctors of CFTR F508del function in bronchial epithelial cells; CFBE cells, YFP halide quenching; stimulated with forskolin plus potentiator P3; % fluorescence drop versus neutral controls; activity (quench increase), % at 7.58 µM; 350,000 compounds, 0.36% hits;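 active = mean added fluorescence quench of at least 8% versus neutral control, with both replicates also reaching 8%; inconclusive = only one of the mean or replicate conditions met; inactive = mean below 8% and not both replicates reaching 8%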;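 also: cells transiently co-express mutant CFTR-F508del with the halide-sensitive YFP; corrector assay measuring rescue of mutant channel to the surface after 24 h compound exposure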
RAD52 anneal inh: RAD52 (human) annealing inhibition; 360,000 compounds, 0.46% hits; AID 651710; recombinant RAD52 DNA annealing, FRET fluorescence; P43351; inhibition, % at 18.7 µM;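 active = every replicate showing at least 50% inhibition; inconclusive = mean inhibition at least 50% but not in every replicate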
Target sequence (P43351 whole entry, looked up): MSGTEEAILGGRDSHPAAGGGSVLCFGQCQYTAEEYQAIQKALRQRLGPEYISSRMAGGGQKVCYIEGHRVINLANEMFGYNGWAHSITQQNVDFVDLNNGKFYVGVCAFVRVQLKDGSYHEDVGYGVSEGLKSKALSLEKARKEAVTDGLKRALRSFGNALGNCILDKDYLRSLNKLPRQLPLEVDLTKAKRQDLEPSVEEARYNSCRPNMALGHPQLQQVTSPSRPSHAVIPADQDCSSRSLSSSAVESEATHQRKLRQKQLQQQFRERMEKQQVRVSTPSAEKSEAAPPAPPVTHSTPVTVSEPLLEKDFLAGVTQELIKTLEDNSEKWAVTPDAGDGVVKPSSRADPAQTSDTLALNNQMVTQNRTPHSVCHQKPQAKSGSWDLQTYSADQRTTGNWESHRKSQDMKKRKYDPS
Starred values were filed as active, the others as inactive; ? = inconclusive; / = no result given.

SMILES | INS-1E GSIS act | Xi reactivation | ERAP1 HTS inh | RAD54 branch | ARNT TACC3 PPI | esBAF inh | F508del corr | RAD52 anneal inh
Cc1cc(C(=O)Nc2cccc3c2O[C@@H](CN(C)S(=O)(=O)c2cn(C)cn2)[C@H](C)CN([C@H](C)CO)C3=O)n(C)n1 | 16 | -0.9 | 0 | -28 | -11 | -7 | -0.2 | 4
C[C@H](O)C#Cc1ccc2c(c1)O[C@H](CN(C)CC1CC1)[C@@H](C)CN([C@H](C)CO)S2(=O)=O | -3 | -0.8 | / | / | / | -2 | -0.1 | /
C[C@H](CO)N1C[C@H](C)[C@H](CN(C)S(=O)(=O)c2cn(C)cn2)Oc2ccc(NC(=O)Cc3cn(C)c4ccccc34)cc2CC1=O | 12 | -0.8 | 2 | -3 | / | 6 | -3.0 | 0
O=C1C2CCc3ccccc3C2N1c1ccccc1 (centres undefined) | 2 | 0.0 | / | -4 | 1 | 4 | 0.2 | /
Cn1cccc1/C=N/NC(=O)c1cccnc1 | 16 | / | / | 9 | 7 | -4 | / | /
COc1ccc(NC(=O)Nc2ccc3c(c2)C(=O)N([C@@H](C)CO)C[C@H](C)[C@@H](CN(C)S(=O)(=O)c2ccccc2)OCCCC[C@H](C)O3)cc1 | 11 | 0.0 | 1 | 6 | -6 | -2 | -2.5 | 10
CCn1c(-c2ccccc2)csc1=Nc1ccc(O)cc1 | -10 | 0.1 | 8 | / | 32 | / | -1.4 | -7
Cc1ccc(-n2ncc3c2CCCC3NC(=O)CSc2ccccn2)cc1C (centres undefined) | -36 | 0.0 | -1 | -6 | 1 | 1 | 3.3 | -15
CCCNC(=O)Nc1ccc2c(c1)C(=O)N(C)[C@H]1CC[C@@H](CC(=O)NCCCN(C)C)O[C@@H]1CO2 | 5 | 0.3 | 1 | -11 | 4 | 2 | -1.5 | 3
c1ccc(-c2cn(-c3ccccc3)c3ncnc(N4CCCCC4)c23)cc1 | -3 | 0.0 | -2 | / | 0 | / | 0.3 | -12
C=CCn1cnc2scc(-c3ccc(C)c(C)c3)c2c1=O | 13 | 0.3 | 0 | / | / | / | 0.8 | -10
O=[N+]([O-])c1c(NCCO)cc(N2CCN(Cc3ccc4c(c3)OCO4)CC2)c2nonc12 | -37 | 0.1 | 2 | 5 | -3 | -7 | 3.0 | -30
CC1(C)CC[C@]2(C(=O)O)CC[C@]3(C)C(=CCC4[C@]56CC[C@@](O)(OC5)C(C)(C)C6CC[C@]43C)C2C1 (some centres undefined) | -1 | / | 1 | -9 | / | -75 | 4.7 | 0
COc1ccc(OC)c(-c2nn(-c3ccccc3)cc2C(=O)N2CCc3ccccc3C2)c1 | -38 | 0.0 | -7 | -4 | -3 | -2 | 2.5 | 3
Cc1noc(C)c1NC(=O)N(C)C[C@@H]1Oc2ccc(NC(=O)Cc3cn(C)c4ccccc34)cc2CC(=O)N([C@@H](C)CO)C[C@H]1C | -7 | 0.1 | -4 | 10 | -3 | -2 | 1.3 | -17
O=C(CN1C(=O)c2cccc3cccc(c23)C1=O)N1CCCCC1 | -9 | -0.1 | 1 | / | -4 | / | / | -5
CO[C@H]1CN(C)C(=O)c2cc(NC(=O)NC3CCCCC3)ccc2OC[C@@H](C)N(CC2CCOCC2)C[C@@H]1C | -16 | 0.4 | 0 | 1 | -28 | 6 | 2.0 | 7
COc1cccc(OC)c1OCCN1CCCC1 | 6 | 0.3 | -2 | 8 | 3 | -4 | -3.7 | 6
Cc1ccc(NC(=O)c2cc(NC(=O)c3ccccc3C(=O)O)ccc2N2CCCCC2)cc1 | 3 | 0.0 | 2 | / | 2 | / | 1.4 | -2
COc1ccc2c(C#N)c3ccccn3c2c1 | 7 | -0.1 | -9 | 10 | -11 | -7 | 0.3 | -36
Cc1c(C(=O)c2ccccc2)c(=O)n(C)c(=O)n1C | 7 | 0.0 | 6 | / | -13 | / | -2.2 | -10
CC(=O)N1CCN(CC(=O)Nc2ccccc2C(=O)NCc2ccc(C)cc2)CC1 | 24 | 0.1 | -6 | -6 | 0 | -2 | 0.2 | -11
O=C(NCC1CCCO1)c1cc2c(s1)CCC2 (centres undefined) | -14 | 0.4 | -3 | / | -7 | / | -5.2 | -7
CCN(CC)CCNc1nc(-n2nc(C)cc2C)nc2sc3c(c12)CC(C)(C)OC3 | 1 | 0.0 | / | / | 1 | / | -3.7 | 7
O=C(CSc1ncc(-c2ccccc2)[nH]1)Nc1ccccc1 | -3 | / | 0 | -8 | 14 | 4 | 3.0 | -34
The listing continues.
SMILES | INS-1E GSIS act | Xi reactivation | ERAP1 HTS inh | RAD54 branch | ARNT TACC3 PPI | esBAF inh | F508del corr | RAD52 anneal inh
COc1ccc(S(=O)(=O)Nc2ccc3c(c2)N(C(C)=O)CCC3)cc1OC | 6 | 0.3 | -4 | 0 | 14 | 5 | -0.6 | -9
O=C(NCc1ccccc1)c1cccnc1Sc1ccccc1 | 13 | 0.0 | -3 | -13 | -5 | 1 | 5.4 | -8
C=C(C)Cn1c(CN(C)Cc2ccccc2)nc2c1c(=O)n(C)c(=O)n2C | -27 | 0.0 | 1 | -6 | -6 | -4 | ? | -17
CCOC(=O)c1ccc2nc(CCC(=O)N[C@H](C(=O)OC)C(C)C)c(=O)n(CC)c2c1 | 1 | 0.0 | -3 | 3 | -2 | -5 | 0.4 | -12
COCCNC(=O)C[C@@H]1C=C[C@@H](NS(=O)(=O)c2ccc(C)cc2)[C@H](CO)O1 | 25 | 0.1 | 0 | 3 | 2 | 0 | -1.4 | 0
C[C@@H]1CN([C@H](C)CO)C(=O)c2cc(NC(=O)CCCN(C)C)ccc2O[C@@H]1CN(C)Cc1ccncc1 | 10 | -0.2 | 1 | -4 | 10 | -4 | -0.7 | 0
CC(=O)Nc1ccc(C(=O)OCC(=O)NCc2ccccc2)cc1 | -8 | 0.0 | 1 | / | 12 | / | -0.4 | -8
Cc1ccc(C(=O)NCC(=O)OCC(=O)N(CC(C)C)c2c(N)n(Cc3ccccc3)c(=O)[nH]c2=O)cc1 | -6 | 0.0 | -3 | / | -8 | / | -1.2 | -13
CC(C)CC#Cc1ccc2c(c1)O[C@H](CN(C)C(=O)c1ccccn1)[C@@H](C)CN([C@H](C)CO)S2(=O)=O | -14 | -2.0 | 0 | 0 | 2 | 4 | -1.5 | 5
C/C=C/c1cnc2c(c1)C(=O)N([C@@H](C)CO)C[C@H](C)[C@@H](CN(C)C(=O)Cc1cccnc1)O2 | 11 | -0.3 | -4 | 2 | -10 | 1 | 0.3 | 6
CCc1nc2ccc(C(=O)N(C)Cc3ccccc3)cn2c1N(C)Cc1ccc(OC)cc1 | -4 | 0.0 | 5 | -7 | / | 3 | 3.1 | -3
CCOc1ccc(CN2CCC(Cc3ccccc3)CC2)cc1 | -34 | 0.1 | 0 | -6 | -5 | -9 | 0.2 | -5
Cc1ccccc1CNC(=O)Cc1ccccc1[N+](=O)[O-] | -3 | -0.1 | / | / | -10 | 42* | / | /
CCOc1ccc(NC(=O)N[C@@H](CCSC)C(=O)OC)cc1 | -6 | / | 2 | -7 | -3 | -3 | -2.0 | -6
CO[C@@H]1CN(C)C(=O)c2ccc(NS(=O)(=O)c3cccc(F)c3)cc2OC[C@H](C)NC[C@@H]1C | 6 | 0.0 | 0 | 1 | -4 | 1 | 1.5 | -13
COc1ccc(NC(=O)Nc2ccc3c(c2)CC(=O)N([C@H](C)CO)C[C@@H](C)[C@@H](CN(C)Cc2ccc(C(=O)Nc4ccccc4N)cc2)O3)cc1 | -6 | 0.3 | -2 | / | / | / | -1.1 | 3
O=C(COc1ccccc1)NC(=S)Nc1cccc(NC(=O)c2ccccc2Cl)c1 | -4 | 0.2 | / | -15 | -3 | / | / | /
CCCCC(=O)N(C)c1c(C)nc2ccc(C(=O)N3CCNC(=O)C3)cn12 | 1 | -0.1 | 2 | -9 | / | -8 | 1.7 | 12
O=C1CNC(=O)/C1=C\c1ccc(O)cc1 | -12 | 0.0 | 10 | / | -3 | / | / | -9
COc1ccc(CNC(=O)CCSCc2ccccc2Cl)c(OC)c1 | -17 | 0.0 | 6 | / | -7 | / | / | -15
COc1ccc(S(=O)(=O)N(C)C[C@H]2Oc3ccc(NC(=O)Nc4ccc(C(F)(F)F)cc4)cc3C(=O)N([C@@H](C)CO)C[C@H]2C)cc1 | -8 | 0.3 | 0 | 1 | 7 | 1 | 2.1 | 0
Cc1cc(C)c(NC(=O)CSc2ccc(-c3cccnc3)nn2)c(C)c1 | -25 | 0.2 | -3 | / | 0 | / | -2.2 | -10
CCC(=O)c1cc(F)ccc1OCC(=O)Nc1ccc2c(c1)OCCO2 | 2 | -0.1 | -7 | 9 | -6 | -2 | -0.4 | -1
C[C@@H]1CN([C@H](C)CO)C(=O)c2cccc(NS(=O)(=O)c3cn(C)cn3)c2O[C@H]1CN(C)S(=O)(=O)c1cccs1 | 23 | -0.6 | -1 | 1 | / | -4 | 0.7 | -3
C/C=C/c1ccc([C@@H]2[C@@H](CO)N[C@@H]2CN(CC)C(=O)CN2CCOCC2)cc1 | -5 | 0.0 | -2 | 1 | -10 | 4 | 0.0 | -8
The list continues:
SMILES | INS-1E GSIS act | Xi reactivation | ERAP1 HTS inh | RAD54 branch | ARNT TACC3 PPI | esBAF inh | F508del corr | RAD52 anneal inh
CCN(CC)CC(=O)N1CCCC(N2CCN(c3cccc(C(F)(F)F)c3)CC2)C1 (centres undefined) | -2 | 0.0 | 1 | 7 | -1 | 6 | -0.2 | -2
O=C(C[C@@H]1C=C[C@H](NC(=O)Cc2cccnc2)[C@H](CO)O1)NCc1ccc2c(c1)OCO2 | 4 | 0.1 | -2 | 6 | -3 | -4 | -1.9 | -3
CCOC(=O)c1cccnc1NC(=O)c1ccncc1 | 5 | 0.5 | 4 | -1 | / | -11 | / | 0
C[C@H](CO)N1C[C@H](C)[C@@H](CN(C)S(=O)(=O)c2cn(C)cn2)OCCCC[C@H](C)Oc2ccc(NC(=O)Nc3ccc4c(c3)OCO4)cc2C1=O | 8 | -1.1 | 0 | 8 | 5 | 44* | 1.1 | 11
COc1ccc(CC(=O)NC(C)c2ccc(S(N)(=O)=O)cc2)cc1S(=O)(=O)N1CCOCC1 (centres undefined) | 12 | 0.1 | -4 | -3 | -16 | -3 | -1.7 | -10
C[C@H](CO)N1C[C@H](C)[C@H](CN(C)S(=O)(=O)c2ccc(Oc3ccccc3)cc2)OCc2cn(nn2)CCCC1=O | 11 | 0.0 | -1 | 0 | -22 | 2 | 2.2 | 25
Cn1c(-[n+]2c(-c3ccccc3)cc(-c3ccccc3)cc2-c2ccccc2)nc2c([N+](=O)[O-])cccc21 | -4 | 0.0 | 2 | 7 | 30 | / | / | -29
O=C(C[C@H]1C[C@H]2c3cc(NC(=O)C4CCOCC4)ccc3O[C@H]2[C@H](CO)O1)NCc1ccccc1 | 6 | 0.4 | 0 | 4 | -6 | 0 | 1.6 | 11
O=C(Nc1cccc(S(=O)(=O)N2CCCC2)c1)c1cccc(OC(F)F)c1 | -22 | -0.2 | 5 | / | 0 | / | 1.4 | -5
CNS(=O)(=O)c1cc(C(=O)NCc2ccco2)ccc1Cl | 1 | / | / | -1 | 1 | -7 | / | /
CC(=O)Nc1ccc(C(=O)N2c3ccccc3N=C(c3ccc4c(c3)OCO4)C2C(=O)NCc2ccccc2)cc1 (centres undefined) | 2 | -0.2 | -3 | / | / | / | 1.5 | -39
